# GLP-1R agonist = activates the human GLP-1 receptor; P43220; hit rate 0.007% among 380,000; HEK293 GLP-1R CRE-luciferase, luminescence, 4-6 h; cells express a hypersensitive GLP-1R form; Potency, µM (doses to about 45.6 µM), inactives show top-dose activation, hits mostly activators; note: potency is the fitted concentration of half-maximal effect; % of control where 0% means no effect
# Target sequence (P43220 whole entry, looked up): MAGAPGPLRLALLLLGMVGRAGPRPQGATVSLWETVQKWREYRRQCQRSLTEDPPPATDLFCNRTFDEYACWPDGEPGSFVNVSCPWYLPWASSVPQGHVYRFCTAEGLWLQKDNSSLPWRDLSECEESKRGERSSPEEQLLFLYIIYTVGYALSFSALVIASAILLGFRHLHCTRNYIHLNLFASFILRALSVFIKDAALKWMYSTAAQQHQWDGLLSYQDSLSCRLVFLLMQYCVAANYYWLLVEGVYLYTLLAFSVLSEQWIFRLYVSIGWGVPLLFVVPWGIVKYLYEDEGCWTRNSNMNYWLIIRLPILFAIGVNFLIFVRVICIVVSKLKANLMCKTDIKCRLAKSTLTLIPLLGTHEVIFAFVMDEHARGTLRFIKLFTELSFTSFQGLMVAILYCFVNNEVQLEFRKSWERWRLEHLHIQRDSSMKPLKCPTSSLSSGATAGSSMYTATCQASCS
# D3 ag = activates the human D3 dopamine receptor; hit rate 0.58% among 410,000; D3R DiscoveRx beta-arrestin cells, luminescence, 90 min; P35462; max activation, %; in the data active = max activation above about 30%; note: 0% is about no effect; mostly tested at two doses, the higher about 12 µM
# Target sequence (P35462 whole entry, looked up): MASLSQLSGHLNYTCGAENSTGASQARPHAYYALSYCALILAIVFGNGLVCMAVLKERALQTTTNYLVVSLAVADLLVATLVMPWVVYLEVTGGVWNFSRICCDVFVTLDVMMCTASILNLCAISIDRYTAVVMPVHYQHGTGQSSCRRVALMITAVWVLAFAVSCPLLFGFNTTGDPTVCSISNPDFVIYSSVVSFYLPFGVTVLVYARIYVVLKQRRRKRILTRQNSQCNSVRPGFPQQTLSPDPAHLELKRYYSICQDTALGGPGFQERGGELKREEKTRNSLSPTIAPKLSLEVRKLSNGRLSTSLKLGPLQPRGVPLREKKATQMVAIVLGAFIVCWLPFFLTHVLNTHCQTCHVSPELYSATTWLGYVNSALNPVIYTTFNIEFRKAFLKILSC
#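 Agonist mode: compounds and dopamine controls were applied to plated cells for 90 min at 37 degrees C after an overnight attachment at 1500 cells/well. Luminescent read-out followed 30 - 60 minutes at room temperature with DiscoveRx detection reagent.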
# KB-3-1 cytotox = KB-3-1 parental cell cytotoxicity; KB-3-1 viability, CellTiter-Glo ATP luminescence, 72 h; Potency, µM (titrated, usually from 46.1 µM), for inactives: top-dose activity change, negative = cytotoxic, most hits filed as cytotoxic; hit rate 1.4% among 400,000; AID 1347075; note: potency is the fitted concentration of half-maximal effect; % is set by controls: 0 for no effect and ±100 for the full control effect; nearly all actives have a fitted effect of over 60% in size
#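 Luminescent ATP read-out (CellTiter-Glo) measures survival of drug-naive KB-3-1 cells after 72 h compound exposure at 37 °C. Titration series was screened from lowest to highest concentration, with DMSO vehicle plates as background controls.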
# DRD3 antagonist = blocks the human D3 dopamine receptor; D3R cells, DiscoveRx beta-arrestin luminescence, antagonist mode; hits give low values; max response, negative = inhibition, %; hit rate 2.5% among 360,000; AID 652054; in the data active = max response below about -50%; inconclusive = no clear call, values can overlap the other calls; note: % is set by controls: 0 for no effect and ±100 for the full control effect; mostly tested at two doses, the higher about 12 µM
#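 Cells expressing the human receptor were seeded at 1500 cells/well, incubated overnight at 37 degrees C in 5% CO2, then exposed to library compounds with dopamine controls for 90 minutes at 37 degrees C before luminescent detection.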
# IL-1B inflam inh = inhibitors of inflammasome signaling (IL-1 beta secretion); THP-1 LPS/ATP IL-1B secretion, AlphaLISA, 16 h; hits give low values; hit rate 4.7% among 360,000; activity change, % at 57.5 µM; in the data active = activity change below about -50%; inconclusive = mostly about -30% to -49%; note: % is set by controls: 0 for no effect and ±100 for the full control effect
#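 Secreted IL-1B measured by AlphaLISA bead assay after 16 h compound exposure of THP-1 cells; compounds (final up to 57.5 uM) added 1 h before LPS (250 ng/mL) and ATP (1.25 mM) stimulation; lower signal means less secretion.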
# KB-V1 cytotox = kills drug-selected multidrug resistant KB-V1 cells; KB-V1 MDR cells viability, CellTiter-Glo, 72 h; hit rate 3.4% among 400,000; Potency, µM (titrated, usually from 46.1 µM), for inactives: top-dose activity change, negative = cytotoxicity, actives largely listed as cytotoxic; AID 1347076; note: potency is the fitted concentration of half-maximal effect; % is set by controls: 0 for no effect and ±100 for the full control effect; nearly all actives have a fitted effect of over 60% in size
#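 Cytotoxicity toward P-gp-expressing KB-V1 cells was determined as loss of CellTiter-Glo luminescence after 72 h at 37 degrees C. Compounds were tested in quantitative HTS format across a concentration range, with curves fitted to normalized data.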
# HT1080 IDH1KD tx = kills HT-1080 cells with IDH1 knockdown. hit rate 2% among 360,000. Potency, µM (top dose mostly 46.1 µM), without a hit: at the top dose activity, negative = toxicity, usual class: cytotoxic. HT-1080 IDH1 knockdown viability, ATP luminescence, 48 h;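 note: potency is the fitted concentration of half-maximal effect; 0% = DMSO wells and -100% = cell-free medium wells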
#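 HT-1080-IDH1KD cells (IDH1 knocked down), 750/well in RPMI with 5% FBS, treated with compound 48 h at 37 degrees C. Viability by CellTiter-Glo luminescence, normalised to DMSO and no-cell wells; concentration-response curves classed.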
# SW480 rereplic = induces DNA re-replication in SW480 colon adenocarcinoma cells. SW480 DNA re-replication, Hoechst DNA content imaging, 48 h. Potency, µM (highest dose often 46.1 µM), for inactives: at the top dose re-replication activation, actives largely listed as activators. hit rate 1.8% among 340,000. AID 624297; note: potency is the fitted concentration of half-maximal effect; % of control where 0% means no effect; nearly all actives have a fitted effect of over 55% in size
#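 Per well, 250 cells were exposed to pinned compound for 48 hr. Nuclear DNA was visualised with Hoechst (40 min, 37 C) and total object intensity recorded by fluorescence scanning.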
# HT1080-NT tox = kills 2HG-producing HT-1080-NT fibrosarcoma cells. HT-1080-NT fibrosarcoma viability, CellTiter-Glo ATP luminescence, 48 h. Potency, µM (top dose mostly 46.1 µM), for inactives: at the highest dose activity, negative = less viability, actives largely listed as cytotoxic. hit rate 1.6% among 360,000. AID 686970;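 note: NT is the 2HG producing partner of a matched IDH1 knockdown line; potency is the fitted concentration of half-maximal effect; 0% = DMSO-treated cells and -100% = media-only wells without cells; nearly all actives have a fitted effect of over 55% in size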
#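 Viability of the 2HG-overproducing fibrosarcoma line after 48 hours of compound exposure at 37 degrees C was determined by luminescence with CellTiter-Glo, and concentration-effect curves were then fitted and categorized.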
# The depositor's hits bear a star; ? = inconclusive; . = not tested or not shown; & = joins results of further samples; [ ] = dose if it differs, or a comment. Unless noted, calls come from the whole dose curve; as a rule, active = well fitted curve in the direction sought with a large enough effect; inconclusive = small, poorly fitted or top-dose-only effect, or another doubt; inactive = no such curve, though single readings can be large; an effect the other way counts as inactive or inconclusive.
Structure	GLP-1R agonist	D3 ag	KB-3-1 cytotox	DRD3 antagonist	IL-1B inflam inh	KB-V1 cytotox	HT1080 IDH1KD tx	SW480 rereplic	HT1080-NT tox
CN(C)c1ccc(/C=N/NC(=O)c2ccc3nc[nH]c3c2)cc1	12.6%	26.8	13.9%	2.9	.	5.7%	19.9%	-0.2%	14.2%
Cc1nnc(NC(=O)CSc2n[nH]c(-c3ccccc3C)n2)s1	7.2%	3.1	17.5%	-6.7	34.0	?	23.7%	-81.8%[inhibitor]	0.6%
O=C(CN(C(=O)CCC(=O)Nc1nccs1)c1ccc(F)cc1)NCc1ccccc1	9.8%	14.7	4.4%	5.3	-2.9	10.8%	-1.0%	-2.9%	0.3%
Cc1nc2c(-c3ccc(F)cc3)c(C)nn2c(C)c1CCC(=O)N1CCN(c2ccccc2)CC1	0.1%&-2.0%	-9.2&2.4	-9.4%&-20.3%	52.5	-14.2	-1.8%&-21.2%	-5.3%	8.0%	-1.2%
Cn1ncc(Cl)c1C(=O)N1CCC(Cc2ccccc2)CC1	-2.9%	1.0	-4.9%	-22.6	?	0.9%	-5.4%	8.1%	9.9%
Cc1cc(C)cc(NC(=O)CCCCCN2C(=O)[C@@H]3Cc4ccccc4CN3C2=O)c1	1.7%	-10.7	-9.1%	1.3	-1.3	9.7%	0.3%	-2.0%	-2.8%
CCOc1ccc(N(CC(=O)Nc2ccc(C)c(C)c2)S(C)(=O)=O)cc1	-1.8%	1.9	-1.8%	11.6	-1.6	?	0.8%	2.4%	-8.0%
CCCCn1c(N)c(Sc2ccc(Cl)cc2)c(=O)[nH]c1=O	-0.6%	11.7	-0.8%	37.2	-3.3	8.1%	-2.1%	-10.3%	9.5%
O=C(CN1CCN(S(=O)(=O)c2cc(Cl)ccc2Cl)CC1)c1ccc(O)c(O)c1	-1.4%	13.4	0.0%	2.0	10.8	-16.6%	-1.7%	-10.5%	-4.4%
COc1ccc(NCc2nc3ccccc3n2CCOc2ccc(C)cc2)cc1	15.0%	5.0&-1.9	?	-51.9*	-95.1*	?	?	4.4%	18.4µM*
COc1ccccc1/C=C/C(=O)Oc1cccc2cccnc12	6.8%	-0.4	4.8%	-16.6	0.0	-1.0%	0.1%	?	0.0%
Cc1ccc(S(=O)(=O)NCC2CCC(C(=O)O)CC2)cc1 (stereo not drawn)	-0.6%	-13.9	7.2%	-6.7	11.2	-0.1%	-2.1%	-2.4%	-1.2%
Cc1cc2c(cc1S(=O)(=O)N(C)C1CCCCC1)OCC(=O)N2	-0.2%	-7.6	-0.5%	-7.9	36.3	-2.3%	0.3%	-18.9%	8.3%
Cc1cc2nnc(SCC(=O)Nc3cc(S(=O)(=O)N4CCOCC4)ccc3Cl)n2c2ccccc12	18.1%	0.0	-15.5%	17.0	?	?	-2.3%	17.2%	7.0%
C[C@@H](C[C@@H](O)[C@H](O)C(C)(C)O)[C@@H]1CC[C@]2(C)C3=CC[C@H]4C(C)(C)C(=O)CC[C@]4(C)[C@H]3CC[C@@]12C	-3.0%	44.8*	?	120.3	-53.2*	?	4.1%	2.1%	1.0%
CCOC(=O)c1sc2nc(CC(=O)OC)nc(N3CCN(c4ccc(OC)cc4)CC3)c2c1C	19.5%	11.1	-7.5%	15.0	14.9	?	?	-3.2%	-6.0%
CSc1sc(C(=O)N(C)C)cc1S(=O)(=O)C(C)C	-0.5%	4.7	1.6%	8.0	1.0	-4.0%	4.2%	6.1%	-3.6%
CN(C(=O)COC(=O)COc1ccc2ccccc2c1)c1ccccc1	5.5%	-2.4	12.1%	-14.2	11.3	6.2%	1.2%	.	2.6%
CNC(=S)N/N=C/c1cc(C)n(-c2ccc(Cl)c(Cl)c2)c1C	-7.0%	-4.8	0.0%	?	-8.3	0.0%	-28.1%	8.5%	-26.5%
CCN(CC)CCCNC(=O)C1CCC(CNS(=O)(=O)c2c(C)cc(C)cc2C)CC1 (stereo not drawn)	-1.5%	2.7	1.7%	1.6	-1.3	0.7%	-10.2%	-6.6%	-11.7%
CSc1nsc(SCC(=O)Nc2ccc(C(=O)O)cc2)n1	2.2%	-6.4	-3.0%	-17.2	4.0	7.2%	12.1%	-6.0%	16.3%
CCOc1ccc(S(=O)(=O)NCCC(=O)N2CCC(Cc3ccccc3)CC2)cc1	3.4%	9.7	-5.9%	23.1	-50.4*	-19.3%	-29.3%	-1.1%	-26.3%
O=C(CSc1nnnn1-c1ccc(Cl)cc1)NC(=O)Nc1ccc2c(c1)OCCO2	-0.9%	1.8	7.3%	-4.7	23.1	-14.4%	-10.4%	-2.7%	0.0%
O=C(CCc1ccccc1)NNC(=O)c1ccc(NC(=O)c2ccccc2)cc1	-0.7%	-12.7	0.4%	-25.3	-9.8	9.4%	-3.3%	-3.2%	8.3%
Cc1cc(/C=C(\C#N)C(=O)Nc2ccccc2)c(C)n1-c1cccnc1	11.8%	6.0	-1.2%	2.5	-76.4*	?	8.5%	9.6%	5.5%
C/C(=C\C(=O)c1ccc(Cl)cc1)Nc1ccc(N2CCOCC2)cc1	-0.4%	-2.1	-4.2%	9.0	0.0	-22.4%	9.6%	-9.9%	3.3%
O=C(O)c1ccc2c(c1)-c1cc(C(=O)O)ccc1S2(=O)=O	-3.7%	-4.5	4.1%	-6.4	17.7	8.3%	8.2%	-1.2%	9.9%
Cc1nc(-c2cccc(-c3noc(C)n3)c2)no1	-14.8%	3.7	5.8%	14.9	-8.5	-23.6%	2.8%	-15.2%	20.7%
CCOC(=O)N1CCN(c2cccc(C)c2C)CC1	9.8%	0.9	0.5%	-14.7	0.0	-12.8%	5.6%	-4.0%	14.3%
O=c1cc(-c2ccccc2)oc2ccc(Cl)cc12	3.0%	-1.8	-16.0%	4.4	27.8	20.6µM*	?	0.1%	17.8%
CCCc1cc(=O)[nH]c(SCC(=O)Nc2nonc2N)n1	0.7%	-1.5	-7.3%	-17.5	23.7	1.6%	0.0%	-6.1%	1.3%
CCOC(=O)C1(CCOc2ccccc2)CCN(Cc2cccc(F)c2)CC1	-6.0%	-27.1	-2.7%	-52.6*	?	-7.8%	-1.8%	4.4%	-6.9%
COc1ccc(C(=O)NC(=S)N2CCCCC2)cc1[N+](=O)[O-]	-1.5%	0.8	4.2%	-7.3	-5.0	19.4%	-0.6%	-4.3%	1.6%
CN(C(=O)c1ccncc1)C1CCCN(Cc2ccccc2F)C1 (stereo not drawn)	4.9%	4.0	-0.1%	0.8	19.0	?	0.5%	-2.3%	8.9%
Cc1ccccc1C(=O)OC1CCN(C)CC1	-0.5%	-31.2	?	-10.9	28.7	0.0%	13.8%	-1.4%	6.5%
CCCOc1ccc(F)cc1-c1cc(C(=O)Nc2ccc(F)cc2)[nH]n1	-6.7%	-1.7	?	12.6	3.2	-21.7%	?	.	-17.0%
O=C(c1ccco1)N1CCN(C(=S)Nc2ccc(Br)cc2Cl)CC1	-19.7%	13.7	.	-5.7	?	.	-4.0%	18.8%	-3.5%
O=C(OC1CCCCC1)c1cc2ccccc2oc1=O	21.3%	2.6	-0.3%	0.2	-3.1	?	12.4%	?	9.0%
CC(C)N=C(NC#N)SCc1ccc(F)cc1	0.3%	1.0	3.4%	9.2	0.0	?	-4.3%	-14.9%	15.6%
CC1=C(C(=O)OCc2ccccc2)C(c2ccc3ccccc3c2)NC(=O)N1CCCC(=O)O (stereo not drawn)	3.0%	2.4	25.7%	3.5	23.3	-0.1%	-16.6%	-0.9%	-11.4%
O=C(c1ccccc1)N1CCN(c2ccccc2F)CC1	-8.8%	2.6	8.7%	0.0	-25.1	9.6%	9.8%	-1.5%	10.1%
Cc1cnc(C(=O)OCc2c(C)cc(C(C)(C)C)cc2C)cn1	26.8%	7.1	-2.5%	1.4	-4.0	10.2%	-19.6%	-1.2%	?
O=C1NC(c2ccc(Cl)cc2)=COc2ccccc21	8.8%	-3.6	-0.9%	-13.2	-16.1	-5.7%	-1.0%	-0.2%	-14.5%
COc1ccc(C(=O)N2CCN(c3ccc(NC(=O)c4cccnc4)cc3)CC2)cc1	-3.0%	0.0	1.0%	2.2	-8.5	?	1.8%	-1.3%	11.0%
Cc1ccc(Cl)cc1-c1ccc(/C=N/n2cnnc2)o1	3.3%	-5.4	0.0%	-3.3	?	0.0%	-8.6%	-3.0%	-2.3%
CC(=O)Nc1ccc(Oc2cc(NC(C)=O)cc([N+](=O)[O-])c2)cc1	5.7%	1.3	1.6%	-0.8	-3.3	4.6%	-12.1%	-110.0%[inhibitor]	-8.1%
COc1ccccc1CNC(=O)C[n+]1ccccc1	-18.6%	-2.2	10.0%	0.0	2.6	2.7%	18.1%	-1.5%	16.7%
COc1ccc(-c2nc3cc(C)ccn3c2NCc2ccc3c(c2)OCO3)cc1	18.3%	-1.7	-1.4%	-8.6	-1.6	-15.3%	-21.7%	0.0%	-10.8%
CC(C)Cn1cc(C(=O)NCCCOC(C)C)c2c3ccccc3n(C)c2c1=O	0.6%	1.1	-26.4%	-22.5	-21.4	-15.2%	0.8%	1.5%	-1.1%
COc1ccc(CSC2=CS(=O)(=O)c3ccccc3N2)cc1	5.0%	3.1	-18.6%	-12.1	?	23.1µM*	-12.6%	2.7%	-8.0%
Cc1ccc2c(c1)c1c3n2CCCNC3CCC1 (stereo not drawn)	-7.1%	12.5	2.7%	-15.4	-54.5*	4.6%	?	10.0%	?
